Screening results deposited in PubChem BioAssay by Emory University Molecular Libraries Screening Center.
14-3-3g Raf: 14-3-3 gamma protein interaction modulation | FP, 14-3-3gamma / TMR-pS259-Raf peptide binding | inhibition, % at 40 µM | actives 0.19% (n = 160,000); in the data active = inhibition above about 30%;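 also: 0% = protein plus tracer without compound and 100% = blank with tracer alone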
Target sequence (P61981 whole entry, looked up): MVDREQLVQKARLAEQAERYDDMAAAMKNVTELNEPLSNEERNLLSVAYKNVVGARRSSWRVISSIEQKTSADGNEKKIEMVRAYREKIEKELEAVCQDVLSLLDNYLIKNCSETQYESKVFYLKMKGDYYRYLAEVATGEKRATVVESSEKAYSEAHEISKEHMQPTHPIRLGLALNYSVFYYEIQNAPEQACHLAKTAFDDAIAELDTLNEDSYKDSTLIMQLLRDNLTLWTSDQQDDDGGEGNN
* = called active by the depositor; & = joins results of further samples. An excerpt, so the mix of outcomes need not match the whole.

SMILES | 14-3-3g Raf
Cc1ccccc1-n1nc2c(c1NC(=O)C(C)Oc1ccccc1)CS(=O)(=O)C2 (configuration not stated) | -2.7
Cn1c(CNc2ccc(Cl)cc2)nnc1SCc1ccccc1 | -5.5
Nc1ccc(Cc2nc3cc4ccccc4cc3[nH]2)cc1 | -3.0
Cc1cc(C)n2cc(CSc3nnnn3-c3ccccc3C)nc2n1 | -8.2
CCOc1ccc(-n2c(=O)c3c4c(sc3n(CC(=O)NCC3CCCO3)c2=O)CCC4)cc1 (configuration not stated) | -11.6
COc1ccc(N2CCN(C(CNS(=O)(=O)c3cc(F)ccc3F)c3cccnc3)CC2)cc1 (configuration not stated) | -8.4
Cc1cc(=O)c2c(ccc3ccccc32)[nH]1 | -6.9
CCOc1ccc2nc(Nc3nc4c(c(=O)[nH]3)CCC4)nc(C)c2c1 | -3.8&7.5
Cc1ccc2cc3cc(C(=O)Nc4cccnc4)sc3nc2c1 | -5.3
CCCNc1ccc(C(F)(F)F)cc1[N+](=O)[O-] | 4.8
O=C1N2c3ccccc3CCc3cccc(c32)C1(O)C(F)(F)F (configuration not stated) | -0.3
C/C=C/Cn1c(N(C)Cc2ccccc2)nc2c1c(=O)[nH]c(=O)n2C | -2.2
COc1ccc2[nH]cc(C(O)CN3CCN(c4ccccc4)CC3)c2c1 (configuration not stated) | -6.7
N#CCc1nc(CSc2nc3ccccc3o2)cs1 | -26.0
CCC(=O)N1c2ccccc2-c2nnc(SC)nc2OC1c1ccccc1Cl (configuration not stated) | 26.0
O=C(CN1CCN(c2ccccc2F)CC1)c1ccc2cc[nH]c2c1 | -3.7
CC(C)CN(CC(C)C)S(=O)(=O)N1CCC(C(=O)NCCN2CCOCC2)CC1 | 0.6
Cc1ccccc1N1OC2C(=O)N(c3ccccc3Cl)C(=O)C2C1c1ccc(N(C)C)cc1 (configuration not stated) | 6.9
CC1=C(C(=O)OC2CCCCC2)C(c2cccc(O)c2)C2=C(CC(c3ccc(Cl)cc3)CC2=O)N1 (configuration not stated) | -4.5
CC(C)(C)OC(=O)N1CCCC1C(=O)NCCc1ccccc1 (configuration not stated) | -3.0

Part of the list above, with the structure last.
| 14-3-3g Raf | canonical_smiles |
| --- | --- |
| -26.0 | N#CCc1nc(CSc2nc3ccccc3o2)cs1 |
| 26.0 | CCC(=O)N1c2ccccc2-c2nnc(SC)nc2OC1c1ccccc1Cl (configuration not stated) |
| -3.7 | O=C(CN1CCN(c2ccccc2F)CC1)c1ccc2cc[nH]c2c1 |
| 0.6 | CC(C)CN(CC(C)C)S(=O)(=O)N1CCC(C(=O)NCCN2CCOCC2)CC1 |
| 6.9 | Cc1ccccc1N1OC2C(=O)N(c3ccccc3Cl)C(=O)C2C1c1ccc(N(C)C)cc1 (configuration not stated) |
| -4.5 | CC1=C(C(=O)OC2CCCCC2)C(c2cccc(O)c2)C2=C(CC(c3ccc(Cl)cc3)CC2=O)N1 (configuration not stated) |
| -3.0 | CC(C)(C)OC(=O)N1CCCC1C(=O)NCCc1ccccc1 (configuration not stated) |

The list continues:
SMILES | 14-3-3g Raf
C=CCSc1nc2sc3c(c2c(=O)n1-c1ccccc1)CC(C(C)C)OC3 (configuration not stated) | 0.4
CCOC(=O)c1c(NC(=O)c2ccc(S(=O)(=O)N3CCc4ccccc4C3)cc2)sc2c1CC(C)(C)NC2(C)C | 1.0
Cc1ccc(NC(=O)c2ccccc2[N+](=O)[O-])c(C(=O)c2ccccc2)c1 | -8.1
O=C(Nc1cccc(Cl)c1)c1cc(-c2cccc(Cl)c2)on1 | -25.1
CCOC(=O)C1=C(CS(=O)(=O)c2ccccc2)NC(=O)NC1c1ccccc1 (configuration not stated) | -2.8
Cc1ccc(C)c(N=Cc2c(O)cc(C)c(Cl)c2C)c1 | -24.7
CC1(C)Cc2nc(N3CCCC3)c(C#N)cc2CO1 | -6.9
CCOC(=O)c1cc2c(=O)n3ccccc3nc2n(CCCOC)c1=NC(=O)c1ccc(C)c([N+](=O)[O-])c1 | -11.0
Nc1cc(=O)[nH]c(=O)n1Cc1ccccn1 | -4.4
O=C(CN1C(=O)CCSc2ccccc21)Nc1ccc(F)cc1 | -3.9
CC(C)c1cc(NC(=O)c2ccc([N+](=O)[O-])cc2)cc(C(C)C)c1O | 14.1
S=c1[nH]cnc2scc(-c3ccc(Cl)cc3)c12 | -34.5
O=C(O)CCCN1C(=O)c2ccc(F)cc2C1=O | 1.6
COc1ccc(/C(O)=C2\C(=O)C(=O)N(CCN3CCNCC3)C2c2ccc(Cl)cc2)cc1 (configuration not stated) | -11.3
Cc1cc(C(=O)O)c(S(C)(=O)=O)s1 | -4.7
CC(C)(C)c1ccc(OCC(=O)NCc2ccco2)cc1 | 0.8
CCOC(=O)c1c(C)oc2ccc(NS(=O)(=O)c3ccc(CC)cc3)cc12 | -8.7
CCC(=O)NCCc1nc2ccccc2n1C(C)C | -10.6
c1ccc(Nc2c(-c3ccco3)nc3ccccn23)cc1 | -10.6
O=C(CNS(=O)(=O)c1ccc(Br)s1)N1CC=C(c2ccccc2)CC1 | 5.1
Cn1c(=O)c2c(nc(CN3CCCCC3)n2Cc2c(F)cccc2Cl)n(C)c1=O | 3.0
CCC1(C)NC(=S)N(CCC(C)C)N1 (configuration not stated) | -4.1
COc1cccc(C(=O)Nc2ccc3nc(SCc4cc([N+](=O)[O-])ccc4OC)sc3c2)c1 | -18.9
CCS(=O)(=O)Nc1ccc(-c2nnc(SCC(=O)c3ccc(NC(C)=O)c(OC)c3)o2)cc1 | -3.1
CCOC(=O)c1sc(NC(=O)c2cccnc2)c(C(=O)OCC)c1C | -0.5
CCn1c(SCC(=O)NCc2ccccc2)nc2ccccc2c1=O | -0.6
O=C1CSC(c2cccnc2)N1C1CCCCC1 (configuration not stated) | 0.5&9.1
COc1cc(OC)cc(C(=O)N2c3ccccc3C(C)(c3ccccc3)CC2(C)C)c1 (configuration not stated) | 1.9
COC(=O)c1ccc2c(c1)C(=O)N(c1ccc(Oc3ccccc3)cc1)C2=O | 2.9
CCOC(=O)c1ccc(N2CN=C3SCC(=O)N3C2)cc1 | -3.4
CCSc1nc2c(c(=O)n1C1CCOC(C)(C)C1)C1(CCCCC1)Cc1ccccc1-2 (configuration not stated) | 8.6
Cc1ccc(Nc2c(-c3ccc(C)o3)nc3cccc(C)n23)cc1 | -5.7
Cc1noc(/C=C/N(C)C)c1S(=O)(=O)N(C)CC(=O)N1CCc2ccccc21 | 3.5
Cc1ccc(N2C(=O)C(Cl)=C(Nc3ccccc3F)C2=O)c(C)c1 | -5.1
CC1=C(C(=O)OCCc2ccccc2)C(c2ccccc2[N+](=O)[O-])C2=C(CC(C)(C)CC2=O)N1 (configuration not stated) | -4.5
COc1ccc(C(=O)N2CCN(c3nc4ccccc4o3)CC2)cc1OC | 1.3
COc1ccc(-n2ncc3c(NCc4ccccn4)ncnc32)cc1 | 5.4
CC(C)(C)S(=O)(=O)c1ccc(N)nc1 | 0.4
CCOc1ccc(NC(=O)c2cc3n(n2)C(C(F)(F)F)CC(c2ccco2)N3)cc1 (configuration not stated) | -3.4
COc1ccccc1-c1cc(C(=O)NC(C)C)no1 | -1.9
Cc1ccc(C(=O)CC(SCCO)c2ccc([N+](=O)[O-])cc2)cc1 (configuration not stated) | -3.3
Cc1cccc(NC(=O)c2cc3c(=O)n4ccccc4nc3s2)c1C | -13.1
CCOC(=O)CSc1nc2c(c(=O)n1-c1ccc(OC)cc1)SCC2 | 2.0
C=CCn1c(SCC(=O)c2ccccc2F)nc2sc3c(c2c1=O)CCCC3 | -6.7
CCC(C)(C)C1CCc2c(sc(NC(=O)CCC(=O)O)c2C(N)=O)C1 (configuration not stated) | -1.5
O=C(NC(C(=O)N1CCCCC1)C12CC3CC(CC(C3)C1)C2)c1ccc([N+](=O)[O-])cc1 (configuration not stated) | 14.9
O=C(O)Cc1csc2ccccc12 | -1.2
COc1cccc2cc(C(=O)Nc3ccccc3C)c(=N)oc12 | 0.7
Cc1ccc(-c2noc(COc3ccccc3C)n2)cc1 | -4.7
CCOc1ccccc1NS(=O)(=O)c1cccs1 | -0.2
COc1ccc(-c2ccc(=O)n(Cc3cc(=O)n4ccccc4n3)n2)cc1 | -2.9
Cc1c(/C=N/n2cnnc2)c2ccccc2n1CCOc1ccccc1 | 2.9
CCN(CC)CCOC(=O)c1c(C)oc2ccc(OC)cc12 | -9.5
COc1cc2cc3c(N)c(C(=O)NCc4ccco4)sc3nc2cc1OC | -9.3
O=C(Nc1nnc(-c2ccc([N+](=O)[O-])cc2)s1)c1ccccc1Cl | 3.5
Cc1cc(C)n(C(=O)c2cc3sccc3[nH]2)n1 | -2.7
COc1cccc(-c2nn(C)c3sc(C(=O)NCCc4ccc(Cl)cc4)cc23)c1 | -3.9
CC(=O)Nc1ccc(S(=O)(=O)N2CCCc3ccccc32)cc1 | -1.6
O=C1c2ccc([N+](=O)[O-])cc2C(=O)N1c1ccccc1-c1ccccc1 | 1.1
CCOC(=O)c1cnc2c(ccc3ccccc32)c1NCc1ccco1 | -9.5
New compounds follow:
SMILES | 14-3-3g Raf
O=C(Cc1ccccc1)Nc1nonc1NC(=O)c1ccccc1 | -3.8
CC1(C)CC(=C2C3C=CC2C2C(=C4CC(C)(C)NC(C)(C)C4)C=CC32)CC(C)(C)N1 (configuration not stated) | -26.5
Cc1ccc(C2C(C(=O)c3sc(C)nc3C)=C(O)C(=O)N2CCN(C)C)o1 (configuration not stated) | -7.1
COc1ccccc1C1C=C(c2cccnc2)Nc2ncnn21 (configuration not stated) | -3.6
COc1cc(C2NC(=S)NC(C)=C2C(=O)OC(C)(C)C)cc(OC)c1OC (configuration not stated) | 2.5
CCC(=O)N1c2ccc(S(=O)(=O)NCCOC)cc2CC1C (configuration not stated) | -8.2
COc1ccc(O)c(C=Nc2ccncc2)c1 | 4.0
CCOC(=O)c1nnn(-c2nn3nnnc3c3ccccc23)c1C | 4.4
Cc1cc(C)c2c(=O)[nH]sc2n1 | -5.4
CC(=O)N1CCc2cc(S(=O)(=O)CCC(=O)Nc3ccc(C)cn3)ccc21 | 9.6
COC(=O)c1c(-c2ccccc2)csc1NC(=O)c1ccco1 | 4.6
c1coc(CNc2ncnc3c2oc2ccccc23)c1 | -3.2
CN(C)c1ccc(-c2nc3ccccn3c2Nc2ccc3c(c2)OCCO3)cc1 | -38.7
O=C(Oc1ccc(OC(=O)c2ccc3c(c2)C(=O)N(c2ccccn2)C3=O)cc1)c1ccc2c(c1)C(=O)N(c1ccccn1)C2=O | 7.2
O=C(C1CCC(CNS(=O)(=O)c2ccc(Cl)cc2)CC1)N1CCCCC1 (configuration not stated) | -7.0
Cc1cc(C)c(NC(=O)CN2CCN(c3nc4ccc([N+](=O)[O-])cc4s3)CC2)c(C)c1 | -8.4
CCOC(=O)c1c(NC(=O)c2ccc([N+](=O)[O-])cc2)sc(C(=O)NC2CCCC2)c1C | -5.2
Cc1nc2cc(C(=O)O)ccc2n1-c1ccc(OCc2ccccc2)cc1 | -86.0
COC(=O)c1ccc(O)c(Sc2cc(C(=O)OC)ccc2O)c1 | 5.1
O=C(NC1CC1)c1ccc2c(c1)N(Cc1cccc(Cl)c1)C(=O)CS2 | -4.3

Next section; the last 6 above are carried over.
SMILES | 14-3-3g Raf
O=C(C1CCC(CNS(=O)(=O)c2ccc(Cl)cc2)CC1)N1CCCCC1 (configuration not stated) | -7.0
Cc1cc(C)c(NC(=O)CN2CCN(c3nc4ccc([N+](=O)[O-])cc4s3)CC2)c(C)c1 | -8.4
CCOC(=O)c1c(NC(=O)c2ccc([N+](=O)[O-])cc2)sc(C(=O)NC2CCCC2)c1C | -5.2
Cc1nc2cc(C(=O)O)ccc2n1-c1ccc(OCc2ccccc2)cc1 | -86.0
COC(=O)c1ccc(O)c(Sc2cc(C(=O)OC)ccc2O)c1 | 5.1
O=C(NC1CC1)c1ccc2c(c1)N(Cc1cccc(Cl)c1)C(=O)CS2 | -4.3
CCC(C)Nc1nc(SC(C(C)=O)C(C)=O)nc(N(C)C)n1 (configuration not stated) | 2.9
COc1ccccc1CN1C(=O)CN(C2CCCC2)C(=O)C1c1cccc(Br)c1 (configuration not stated) | -5.2
CCOC(=O)C1=C(C)NC(=O)NC1c1ccc2c(c1)OCCO2 (configuration not stated) | -8.0
O=C(NCCN1CCN(c2ccccc2F)CC1)c1ccc2c(=O)n(CCc3ccccc3)c(=O)[nH]c2c1 | -0.9
COc1ccc(OC)c(C2C(C(=O)Nc3ccccc3F)=C(C)NC3=C2C(=O)CCC3)c1 (configuration not stated) | 0.6
O=C(O)c1ccc(CN2C(=O)CSC2=S)cc1 | -109.9
COc1ccc(C(=O)Oc2c(CN3CCOCC3)cc(Cl)c3cccnc23)cc1OC | 3.9
O=C(CSc1ccc(-c2nc3ccccc3[nH]2)cn1)N1CCN(C(=O)c2ccco2)CC1 | -4.7
O=C(CSc1nc(Nc2ccccc2)nc(N2CCOCC2)n1)Nc1ccc2c(c1)OCCO2 | -7.3
COc1ccccc1Oc1ccc2c(c1)C(=O)N(c1ccc(Br)c3cccnc13)C2=O | -2.6
CCn1c(=O)n(CC)c2cc(S(=O)(=O)Nc3ccccc3C)c(C)cc21 | -12.4
O=C(Nc1nc(-c2cccs2)cs1)c1cccc(S(=O)(=O)N2CCCCCC2)c1 | -43.6
COc1ccc(Br)c(C(=O)Nn2c(C)nc3ccccc3c2=O)c1 | -0.9
COc1ccc(N2CCN(C(=O)c3ccc4nc(N5CCCCC5)sc4c3)CC2)cc1 | 1.2
Cc1cc(OCC(=O)Nc2ccc(N(C)C)cc2)ccc1C(C)C | -32.4
O=C(Nc1cccc([N+](=O)[O-])c1)c1ccc(Cl)c(S(=O)(=O)N2CCCCCC2)c1 | -9.4
CCCCn1c(=NC(=O)c2cccs2)c(C(=O)OCC)cc2c(=O)n3ccccc3nc21 | -15.8
COc1ccc(S(=O)(=O)CCC(=O)Nc2cccc(C(F)(F)F)c2)cc1 | -13.6
Cc1ccccc1-n1nc2c(c1NC(=O)c1ccc(S(=O)(=O)N3CCCCC3)cc1)CS(=O)(=O)C2 | -0.7
CC(C)n1c(NCc2cccs2)nc2ccccc21 | -4.2
Cc1cccc(C(=O)N2N=C(c3ccc(NS(C)(=O)=O)cc3)CC2c2cccs2)c1 (configuration not stated) | -3.4
COCCNC(=O)C1CCC(CNS(=O)(=O)c2c(C)cc(C)cc2C)CC1 (configuration not stated) | 3.6
COc1ccc(C2(CNC(=O)c3ccc(OC)c([N+](=O)[O-])c3)CCCC2)cc1OC | -0.7
